Assay outcomes deposited in PubChem BioAssay by National Center for Advancing Translational Sciences (NCATS).
Vif-A3G inh: qHTS for Inhibitors of Vif-A3G Interactions: qHTS. HeLa A3G-eYFP + Vif (tagged APOBEC3G with the HIV-1 protein that degrades it), YFP fluorescence, overnight. Potency, µM (doses to about 46.1 µM), for inactives: at the top dose activity, negative = active, usual class: inhibitors. 410,000 compounds, 0.076% hits. AID 602310, 2012;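 further: potency means the concentration at half of the fitted maximal effect; on the % scale 0 is the no-effect control and ±100 the full control effect; nearly all actives have a fitted effect of over 60% in size; hits raise eYFP signal because A3G escapes Vif-driven loss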
Target sequence (Q9HC16 whole entry, looked up): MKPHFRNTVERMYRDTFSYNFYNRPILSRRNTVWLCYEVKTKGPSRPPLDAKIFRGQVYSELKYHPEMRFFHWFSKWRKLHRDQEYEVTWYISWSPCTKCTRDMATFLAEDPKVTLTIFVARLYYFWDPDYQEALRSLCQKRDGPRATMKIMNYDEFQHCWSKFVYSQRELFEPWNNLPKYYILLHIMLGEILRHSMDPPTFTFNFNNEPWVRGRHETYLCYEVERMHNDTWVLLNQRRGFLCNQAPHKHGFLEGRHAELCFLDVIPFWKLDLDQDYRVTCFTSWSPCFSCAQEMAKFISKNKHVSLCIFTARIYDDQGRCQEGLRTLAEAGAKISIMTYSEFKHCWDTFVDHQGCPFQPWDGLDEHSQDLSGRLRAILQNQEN
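HeLa cells stably expressing Vif and C-terminally eYFP-tagged A3G, seeded overnight at 37 deg C, then exposed to compound by pintool overnight at 37 deg C. Rise in yellow fluorescence (Ex 488/Em 500-530, Acumen) marks blocked Vif-driven A3G degradation.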
LDHA block: qHTS assay for inhibitors of human lactate dehydrogenase; purified LDHA, NADH/diaphorase-resazurin fluorescence; stronger effect = lower value; activity change, % (values are at about 110 or 230 µM); L-lactate dehydrogenase A chain (Homo sapiens), P00338; 480,000 compounds, 0.15% hits; in the data active means activity change below about -30%; inconclusive means mostly about -25% to -30%;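 further: plate controls were DMSO wells for no effect and wells without enzyme for full effect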
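LDH5 2 nM; NADH 0.06 mM, pyruvate 0.2 mM; 200 mM Tris pH 7.4, EDTA, Tween-20; 5 min RT. Detection: diaphorase 0.133 mg/mL + resazurin 37 µM, fluorescence ex540/em590 at 0 and 20 min; normalized to enzyme-free and DMSO wells.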
Vif-APOBEC3F blk: qHTS for Inhibitors of Vif-A3F Interactions: qHTS; HeLa A3F-eYFP + Vif (tagged APOBEC3F with the HIV-1 protein that degrades it), YFP fluorescence increase; Potency, µM (highest dose often 46.1 µM), for inactives: at the top dose activity, negative = active; 390,000 compounds, 0.2% hits; AID 602313, 2012; further: potency means the concentration at half of the fitted maximal effect; % of control where 0% means no effect; nearly all actives have a fitted effect of over 65% in size
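HeLa cells stably expressing A3F-eYFP plus Vif, plated and incubated overnight at 37 deg C, then exposed to compounds overnight at 37 deg C. Blocked degradation read as raised yellow fluorescence (Ex 488/Em 500-530).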
mIDH1 inhibitor: qHTS for Inhibitors of mutant isocitrate dehydrogenase 1 (IDH1): qHTS. IDH1-R132H enzyme, NADPH consumption, diaphorase/resazurin fluorescence. Potency, µM (series often up to 76.6 µM), without a hit: top-dose activity change, negative = inhibition, usual class: inhibitors. 390,000 compounds, 0.093% hits. AID 602179, 2012; further: potency means the concentration at half of the fitted maximal effect; on the % scale 0 is the no-effect control and ±100 the full control effect; nearly all actives have a fitted effect of over 65% in size
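IDH1-R132H (0.5 ug/mL dispensed) in pH 7.5 Tris buffer was preincubated 30 min with compound, then given a substrate mix of 0.016 mM NADPH and 2 mM alpha-KG for 80 min at room temperature; remaining NADPH was read by diaphorase/resazurin fluorescence.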
GRP78 ERSR act: qHTS for Inducers of the Endoplasmic Reticulum Stress Response (ERSR) in Human Glioma: qHTS. 420,000 compounds, 0.02% hits. Potency, µM, for inactives: top-dose activation, most hits filed as activators. U87-MG GRP78 promoter luciferase reporter, 16 h. AID 602332, 2012; further: potency means the concentration at half of the fitted maximal effect; series mostly up to about 76 µM; % of control where 0% means no effect; nearly all actives have a fitted effect of over 35% in size
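ERSR induction read as luciferase luminescence (Bright-Glo, 10 min at room temperature) in stably transfected human U87-MG glioma cells exposed to compounds for 16 h, using GRP78 as sensor.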
USP1 inh: Inhibitors of USP1/UAF1: Primary Screen; Ubiquitin carboxyl-terminal hydrolase 1 (Homo sapiens), O94782; recombinant USP1/UAF1, Ub-Rhodamine cleavage fluorescence; Potency, µM (highest dose often 57.1 µM), inactives show at the top dose activity change, negative = inhibition, hits mostly inhibitors; 390,000 compounds, 0.23% hits; further: potency means the concentration at half of the fitted maximal effect; on the % scale 0 is the no-effect control and ±100 the full control effect; nearly all actives have a fitted effect of over 60% in size; inactives centre near -12
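Step one: compound is pinned into 1nM USP1/UAF1 in HEPES pH 7.8 buffer with TCEP. Step two: 15 min room-temperature incubation. Step three: Ub-Rho (150nM final) starts cleavage, tracked by fluorescence over six one-minute reads.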
rTrxR1 inhibitor: qHTS Assay for Inhibitors of Mammalian Selenoprotein Thioredoxin Reductase 1 (TrxR1): qHTS. Thioredoxin reductase 1, cytoplasmic (Rattus norvegicus), O89049. recombinant rTrxR1, NADPH fluorescence consumption, selenite substrate. Potency, µM (series often up to 114 µM), inactives show at the highest dose activity change, negative = inhibition, hits mostly inhibitors. 390,000 compounds, 1% hits. AID 588453, 2011; further: potency means the concentration at half of the fitted maximal effect; on the % scale 0 is the no-effect control and ±100 the full control effect; nearly all actives have a fitted effect of over 65% in size
Target sequence (O89049 whole entry, looked up): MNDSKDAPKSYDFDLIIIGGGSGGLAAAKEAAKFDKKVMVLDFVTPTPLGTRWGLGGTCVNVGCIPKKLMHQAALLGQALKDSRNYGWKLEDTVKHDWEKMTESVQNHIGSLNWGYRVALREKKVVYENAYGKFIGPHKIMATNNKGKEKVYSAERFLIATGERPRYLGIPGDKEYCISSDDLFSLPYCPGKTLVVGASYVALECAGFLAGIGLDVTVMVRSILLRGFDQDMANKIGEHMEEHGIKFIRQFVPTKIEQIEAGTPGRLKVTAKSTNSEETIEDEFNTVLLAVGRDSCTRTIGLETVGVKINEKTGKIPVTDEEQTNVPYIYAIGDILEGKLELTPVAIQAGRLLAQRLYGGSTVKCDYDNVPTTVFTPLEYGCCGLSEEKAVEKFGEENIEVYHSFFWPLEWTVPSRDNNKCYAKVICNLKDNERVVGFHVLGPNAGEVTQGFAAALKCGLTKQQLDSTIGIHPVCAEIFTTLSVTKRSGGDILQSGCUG
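Rat TrxR1 (90 nM in the dispensed reagent) was pre-reduced with 400 uM NADPH for 5 min at room temperature, then incubated with compound for 15 min. After 400 uM selenite was added, NADPH fluorescence (Ex 340/Em 450 nm) was followed for 8 min.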
RGS4 inhibitor: Inhibitors of Regulator of G Protein Signaling (RGS) 4: qHTS. Regulator of G-protein signaling 4 (Homo sapiens), P49798. Transcreener GDP fluorescence polarization, RGS4-accelerated GTP hydrolysis. Potency, µM (doses to about 114 µM), for the others: at the top dose activity change, negative = inhibition, actives largely listed as inhibitors. 390,000 compounds, 0.039% hits. AID 504845, 2011; further: potency means the concentration at half of the fitted maximal effect; on the % scale 0 is the no-effect control and ±100 the full control effect; nearly all actives have a fitted effect of over 75% in size; some results filed as inactive show a strong effect at the top dose
Target sequence (P49798 whole entry, looked up): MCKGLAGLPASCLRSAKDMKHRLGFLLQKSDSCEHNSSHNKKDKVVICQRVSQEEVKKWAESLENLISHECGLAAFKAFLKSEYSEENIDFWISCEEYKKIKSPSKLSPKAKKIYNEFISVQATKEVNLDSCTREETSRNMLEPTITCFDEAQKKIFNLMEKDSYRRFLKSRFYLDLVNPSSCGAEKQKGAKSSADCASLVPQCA
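MLSMR compounds (23 nl, pin-transferred) preincubated 10 min at room temperature with a 500nM (2x) first reagent, then RGS4 at 900nM (2x) plus Transcreener GDP mix added; fluorescence polarization (620/688 nm) read before and after 90 min at 30 °C.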
TrxR1 substrate: qHTS Assay for Substrates of Mammalian Selenoprotein Thioredoxin Reductase 1 (TrxR1): qHTS | Thioredoxin reductase 1, cytoplasmic (Rattus norvegicus), O89049 | purified TrxR1 substrate turnover, NADPH consumption readout | Potency, µM (highest dose often 114 µM), without a hit: at the highest dose activity change, negative = substrate turnover | 390,000 compounds, 0.01% hits; further: potency means the concentration at half of the fitted maximal effect; on the % scale 0 is the no-effect control and ±100 the full control effect; nearly all actives have a fitted effect of over 50% in size
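Rat TrxR1, dispensed at 90 nM, was prereduced with 400 uM NADPH (final) for 5 min at ~22 deg C, then incubated with compound 15 min before 400 uM selenite. A first-read NADPH fluorescence drop versus no-compound background flagged substrates.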
* = called active by the depositor; ? = inconclusive; · = not tested or not shown; & = joins results of further samples; [ ] = remark or other dose. Unless noted, the call rests on the fitted dose curve; in most records, active means well fitted curve in the direction sought with a large enough effect; inconclusive means small, poorly fitted or top-dose-only effect, or another doubt; inactive means no such curve, though single readings can be large; an effect the other way counts as inactive or inconclusive. Only part of the results is shown; count on the stated rates, not on these rows.

Under each structure: mIDH1 inhibitor, Vif-A3G inh, Vif-APOBEC3F blk, rTrxR1 inhibitor, TrxR1 substrate, LDHA block, USP1 inh, RGS4 inhibitor, GRP78 ERSR act
1. COc1cc2c(cc1OC)CN(C(=O)c1cc(S(=O)(=O)N3CCOCC3)ccc1C)CC2
  0%, -2%, -6%, -19%, -15%, -1, 2%, -3%, -5%
2. CC(C)CN(C(=O)COC(=O)c1ccccc1NCc1ccco1)c1c(N)n(Cc2ccccc2)c(=O)[nH]c1=O
  0%, -2%, -23%, 26%, 77%[activator], -5, -24%, 20%, -4%
3. CC1CN(C(=O)c2cc([N+](=O)[O-])cc([N+](=O)[O-])c2)CC(C)O1 (stereo not given)
  -2%, 1%, -2%, 17%[11.4 µM], 4%[57.1 µM], 0, -15%, 12%, -3%
4. CCOc1ccc(NC(=O)Nc2ccc(N(C)C(C)=O)cc2)cc1
  -5%, -2%, -2%, -1%, 2%, -11, -14%, -30%, -4%
5. O=C(CCN1C(=O)S/C(=C\c2ccccc2)C1=O)NC1CCS(=O)(=O)C1 (stereo not given)
  -8%, 1%, 1%, -20%, -15%, -6, -27%, -7%, 5%
6. COc1ccc(CNC(=O)Cn2nc(C(F)(F)F)cc2C)cc1
  8%, 0%, 0%, 11%, 1%, 0, -18%, -28%, 0%
7. O=C(NCc1ccc2c(c1)OCO2)c1ccc(CN2CCc3ccccc3C2)cc1
  2%, -5%, -3%, 4%, 0%, 1&-1, -28%, -12%, 3%
8. O=c1[nH]nc(CNc2cccc(C(F)(F)F)c2)c2ccccc12
  -1%, 1%, -1%, 11%, 2%, -2, -13%, 21%, -3%
9. Cc1ccn2c(=O)c(C(=O)NCCCN3CCCCC3C)c(O)nc2c1 (stereo not given)
  -2%&4%, 1%&3%, 0%&-4%, 11%&2%, 29%&26%, 0&10, -23%&-8%, 1%&-18%, -4%&-3%
10. Cc1cc(C)c2ccc3c(C)c(C)n(C)c3c2n1
  -11%, -7%, -12%, 14%, 15%, -2, -22%, 8%, -2%
11. COc1c(O)cnn(-c2ccccc2)c1=O
  5%, -5%, 2%, 21%, 6%, -7, -22%, -3%, -3%
12. Cc1cc2ccccn2c1C(=O)c1ccncc1
  1%, 1%, 0%, 8%, 5%, -9, -7%, -14%, -1%
13. CCCCC(=O)N1CCN(c2nc3ccc(Br)cc3s2)CC1
  -7%, 0%, -2%, 13%, -4%, 1, -15%, -6%, 3%
14. Cc1cc(S(=O)(=O)NC2CCCCC2)ccc1OCC(=O)NCC1CCCO1 (stereo not given)
  9%, 1%, 10%, 10%, 0%, -12, -3%, 31%, -3%
15. O=C(NCc1ccc(Cl)cc1)c1ccc(Br)o1
  -11%, 0%, 2%, 15%[57.1 µM], 4%[57.1 µM], -4, -9%, 12%, 0%&2%
16. CCN=C1SC(C(=O)Nc2ccc(OC)cc2)CC(=O)N1CC (stereo not given)
  14%, -3%, 12%, 10%[57.1 µM], 4%[57.1 µM], -4, -1%, 10%, -3%
17. COc1ccc(NC(=O)c2ccccc2-c2ccc(C(F)(F)F)cc2)cc1S(=O)(=O)N1CCOCC1
  0%, 0%, 7%, 12%[57.1 µM], 4%[57.1 µM], -6, -26%, -4%, -2%
18. COC(=O)c1cc(S(=O)(=O)NCCc2ccc(C)cc2)c[nH]1
  7%, 5%, -1%, 25%, 2%, -6, 7%, -10%, -4%
19. CC(NC(=O)C1CCC(CNc2c(N3CCOCC3)c(=O)c2=O)CC1)c1ccccc1 (stereo not given)
  -6%, 0%, -9%, 18%, -4%, -9, -19%, -5%, -1%
20. Cc1ccc(OCc2cc(C(=O)N3CC4C[C@@H]5CC3C[C@H](C4)C5)no2)cc1C
  3%, -5%, -2%, -7%, -3%, -10, -19%, 7%, 7%
21. COc1ccccc1-c1cc(SC)c(C#N)c(=O)o1
  10%, ?, -5%, ?, 2%, -7, -21%, -36%, -13%
22. Cc1ccc(C(=O)NNC(=O)/C=C\C(=O)O)cc1
  14%, -14%, 7%, 7%, 2%, -5, -15%, 5%, 13%
23. COc1ccc(OC)c(CCNC(=O)c2c(C)oc3ncn(CC(C)C)c(=O)c23)c1
  1%, -4%, 2%, 21%, 1%, 4, ?, -4%, 0%
24. CCc1cccc(NC(=O)Cn2nc(CC)n3c(cc4cc(C)ccc43)c2=O)c1
  0%, 4%, 1%, 22%, 19%, 0, -21%, 8%, 0%
25. COc1ccc(C)cc1N(C)C(=O)c1coc(=O)c2ccccc12
  14%, 0%, 0%, 12%[57.1 µM], 3%[57.1 µM], 1, -3%, 14%, -6%
26. COc1ccc(-c2cc(=O)oc3c4c(ccc23)OCN(Cc2ccccc2)C4)cc1
  0%, 2%, 1%, 10%, 8%, -1, -2%, 5%, -2%
27. CC(=O)c1cccc(NC(=O)c2ccccc2OCc2ccc(F)cc2)c1
  -8%, 5%, 1%, -11%, -9%, -1, -21%, 5%, -5%
28. Cc1cc(N2C(=O)C3CC=CC(C)C3C2=O)no1 (stereo not given)
  -2%, 0%, ·, -10%, -8%, -2, -18%, -17%, -5%
29. O=C1c2ccccc2-c2nc3ccccc3cc21
  24%, -8%, 2.8µM*, 4%, 5%[57.1 µM], -7, ?, 16%, 1%
30. COC(=O)c1oc2ccc(Br)cc2c1-n1cccc1
  1%, -9%, -4%, 5%, 0%, -4, 1%, -7%, 1%
31. Cc1cccc(OCC(=O)Nc2cc(NC(=O)COc3cccc(C)c3)cc(C(=O)O)c2)c1
  7%, 3%, -9%, 6%[57.1 µM], -3%, -5, -8%, -43%, -1%
32. CN1C(=O)c2ccc(N(C)C)cc2C1=O
  4%, 1%, 0%, 0%[57.1 µM], 2%[57.1 µM], 1, -2%, 30%, -2%
33. Cc1ccc(CN2CCC(Oc3ccc(C(=O)NCc4ccccn4)cc3)CC2)o1
  -15%, -8%, -8%, ?, 7%, -2, -28%, -20%, -1%
34. COc1ccccc1NC(=S)NC(C)=O
  3%, 0%, -24%, 15%[57.1 µM], 8%[57.1 µM], -5, -4%, 1%, -4%
35. Cc1cc(OC(C)C(=O)NC2CC(C)(C)NC(C)(C)C2)c2c(C)c(C)c(=O)oc2c1 (stereo not given)
  -7%, 3%, -10%, ·, ·, 10&-3, 2%, ·, -2%
36. CN(Cc1ccc(F)cc1)C(=O)CN1C(=O)c2ccccc2S1(=O)=O
  5%, 3%, 2%, 12%[57.1 µM], -5%, -2, -14%, -7%, 4%
37. C/C(=N\NC(=O)c1ccc(-n2cnnn2)cc1)c1ccc(C)cc1
  -2%, 2%, -1%, 22%, 3%, -9, -4%, 16%, -1%
38. O=C(CSc1nnc(-c2ccccc2O)o1)N1CCc2ccccc2C1
  4%, -4%, -11%, -2%, 8%[57.1 µM], -4, -18%, -9%, 3%
39. O=C(N/N=C/c1cccnc1)c1cccs1
  -2%, -1%, 0%, 13%, -2%, -4, -10%, 10%, 4%
40. CCOC(=O)C1CCN(C(=O)c2ccccc2CCc2ccccc2)CC1
  1%, -1%, 1%, 37%[activator], 8%, -2, -26%, 6%, -2%
41. Clc1ccccc1-c1nnc2sc(-c3cccs3)nn12
  5%, 1%, -7%, -17%, 7%[57.1 µM], -11, 2%, 8%, -1%
42. Cc1ccc(NC(=O)c2cccnc2C(=O)Nc2ccc(C)cc2)cc1
  -4%, -1%, -8%, 7%, -7%, 2, 7%, 23%, 5%
43. Cc1ccc(S(=O)(=O)Nc2cccc(-c3ccc(N4CCCCCC4)nn3)c2)c(C)c1
  -6%, 2%, 5%, 19%[57.1 µM], 1%[57.1 µM], -8, -3%, -46%[56.9 µM], 3%
44. Cc1ccc(-n2c(SCc3nnc4n3CCC4)nnc2-c2ccccc2)cc1
  6%, -5%, -4%, 0%, -1%, -1, -15%, 20%, -5%
45. CC#CC[N+](C)(C)CCCCCCCCCC
  0%, 6%, 0%, 13%, 3%, 4&0, -16%, -29%, -4%
46. CSc1nc2[nH]ncc2c(=O)[nH]1
  2%, 3%, ?, 15%, 5%, 2, 1%, 10%, -3%
47. Cc1ccc(P(=O)(CSC(=N)N)c2ccc(C)cc2)cc1
  -8%, -24%, 0%, -34%, 6%, -5, -27%, -30%, -4%
48. Cc1occc1-c1nnc(SCC(=O)NC2CCCCC2C)o1 (stereo not given)
  9%, -5%, 5%, -10%, -13%, -1, -16%, -37%, -1%
49. COc1ccc(S(=O)(=O)Nc2cccnc2)c(C)c1C
  -10%, 4%, -15%, 6%, 0%, -8, -23%, -25%, -4%
